Polio RdRp inh: inhibitors of poliovirus RNA polymerase binding and polymerization; P03300; poliovirus polymerase elongation, fluorescence polarization; active compounds read low; % elongation, % (compound at 16.7 µg/mL); 150,000 compounds, 0.66% hits; AID 588519; in the data active = % elongation below about 90%; also: some results filed as inactive read as strong as hits
Target sequence (P03300 1749-2209 limits assumed): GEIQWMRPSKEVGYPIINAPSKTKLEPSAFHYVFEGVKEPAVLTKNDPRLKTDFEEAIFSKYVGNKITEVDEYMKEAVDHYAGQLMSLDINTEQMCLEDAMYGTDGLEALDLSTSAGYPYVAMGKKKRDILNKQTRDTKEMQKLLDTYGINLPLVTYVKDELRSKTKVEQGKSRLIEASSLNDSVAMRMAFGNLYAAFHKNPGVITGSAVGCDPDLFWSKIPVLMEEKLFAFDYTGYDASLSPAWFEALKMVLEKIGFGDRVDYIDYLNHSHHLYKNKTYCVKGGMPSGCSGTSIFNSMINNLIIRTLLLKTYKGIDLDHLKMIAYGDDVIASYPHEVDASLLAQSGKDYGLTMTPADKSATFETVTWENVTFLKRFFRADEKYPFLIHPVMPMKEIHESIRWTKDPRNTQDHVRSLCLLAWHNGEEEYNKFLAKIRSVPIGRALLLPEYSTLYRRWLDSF
Polio RdRp inh FP z-score: recorded beside Polio RdRp inh, whose call it bears; z-score; measured here: FP z-score; hits read low
An asterisk follows results filed as active.

Each structure is followed by: Polio RdRp inh, Polio RdRp inh FP z-score
N#Cc1ccc(OC(=O)N2CCOCC2)cc1
→ 103, 1
COc1ccc(/C=C/C(=O)Sc2cccc3cccnc23)cc1
→ 105, 0.5
Cc1ccc(NC(=O)Nc2cccc(C)n2)cc1
→ 104, 0.1
Cc1nn(C)c2c1c(C(F)(F)F)cc(=O)n2CC(=O)N1CCCCC1
→ 107, 0.3
COc1ccc(Nc2ncnc3onc(C)c23)cc1Cl
→ 108, 0.3
Fc1ccc(Nc2c3c(nc4ccccc24)CCC3)cc1
→ 106, 0.2
COc1ccccc1C1OC(CSc2nc3ccccc3o2)=NN1C(C)=O (configuration not stated)
→ 99, -0.5
CCN(C(=O)C1CCCN(c2ncnc3c2nc2n3CCCCC2)C1)c1cccc(Cl)c1 (configuration not stated)
→ 110, 0.9
CCC(Sc1nnc(-c2cc3occc3n2C)n1-c1ccccc1C)C(=O)NC1CCCC1 (configuration not stated)
→ 102, 0.2
CCOC(=O)c1cc(-c2ccccc2)n(-c2cccc(C(=O)Nc3cccc(C(C)=O)c3)c2)c1C
→ 102, -0.3
Cc1cc(OCC(=O)N(Cc2ccc(C(C)C)cc2)C2CCS(=O)(=O)C2)cc(C)c1Cl (configuration not stated)
→ 99, -0.6
COc1ccc(C(=O)NCC(c2ccc(Cl)cc2)N2CCCCC2)cc1 (configuration not stated)
→ 107, 0.4
COc1ccc(CNc2nc(SCc3ccc(Cl)cc3)nc3ccccc23)cc1
→ 106, 0
Cc1c(C(=O)N2CCOCC2)oc2c1-c1nn(CC(=O)NC3CCCCC3C)cc1CC2 (configuration not stated)
→ 99, -1.2
COc1ccccc1CNC(=O)C1CCN(C(=O)c2ccco2)CC1
→ 102, 0
O=C(NC(=S)N1CCCC1)C1CC1
→ 102, 0
CC(N=CC1=C(O)CNC1=O)c1ccccc1 (configuration not stated)
→ 104, 0.5
CN(CC(=O)Nc1ccc(Cl)cc1)C(=O)Cn1nnc2ccccc2c1=O
→ 107, 0.8
Cc1cc(C(=O)CC#N)c(C)n1CC(F)(F)F
→ 107, 0.7
COc1ccc(/C=C/C(=O)O)cc1S(=O)(=O)N(C)C
→ 99, -0.5
CC(C)Nc1ccccn1
→ 104, 0.9
COc1ccc(Nc2ncc3c(n2)CCN(C(=O)OC(C)(C)C)C3)cc1
→ 107, -0.2
Oc1ccccc1C1CC(c2cccc(Br)c2)=NC(c2ccc(Br)cc2)N1 (configuration not stated)
→ 103, 0.7
Cc1c(C(=O)N(C)Cc2ccccc2)sc2ncnc(N3CCN(c4ccccc4)CC3)c12
→ 103, 0.5
O=C(CCCn1c2ccccc2c2cn[nH]c(=O)c21)NC1CCCCCC1
→ 107, 2
COc1ccc(-c2noc(-c3ccccc3OCC(=O)Nc3ccc(C(C)=O)cc3)n2)cc1
→ 113, 1.1
CCCC(=O)NC(=S)Nc1ccccc1N1CCOCC1
→ 106, 0.5
COc1ccc(-c2noc(N3CCC(C(=O)NC(C)c4ccccc4)CC3)n2)cc1 (configuration not stated)
→ 103, -0.2
CN(Cc1ccccc1)S(=O)(=O)c1ccc2c(c1)CCCC(=O)N2
→ 101, -0.3
CCN(CC(=O)O)S(=O)(=O)c1ccccc1
→ 104, 1.8

New compounds follow:
Each structure is followed by: Polio RdRp inh, Polio RdRp inh FP z-score
O=C(COc1ccccc1O)Nc1ccccc1Br
→ 100, -0.2
CNC(=O)COc1ccccc1Br
→ 106, -0.6
CCOc1ccc(C2C(C(=O)Nc3ccc(C)cc3C)=C(C)Nc3c(C(=O)Nc4ccc(C)cc4)cnn32)cc1OC (configuration not stated)
→ 112, 0.6
CCOC(=O)/C=C1\SCC(=O)N1CCOc1ccccc1C#N
→ 132, 3
CC(=O)OCc1cnc(C)c2oc(=O)c(C(=O)Nc3ccc(F)cc3C)cc12
→ 105, -0.1
COc1ccc(Br)cc1CNC(=O)CN1C(=O)CSc2ccc(S(=O)(=O)N3CCOCC3)cc21
→ 113, 0.5
CC1CN(C(=O)CCC(=O)N(C)Cc2ccccc2)c2ccccc2O1 (configuration not stated)
→ 102, -0.6
Cc1cccc(C(=O)c2c(N3CCOCC3)[nH]c(=O)c3ccccc23)c1
→ 68*, -6*
COC(=O)c1cc(Cn2nc(C(=O)O)c3ccccc3c2=O)oc1C
→ 103, 0.2
C=CCNC(=O)Nc1ccc(OCC)cc1
→ 103, 1.5
CCC(C(=O)NCc1ccccn1)c1ccccc1 (configuration not stated)
→ 101, -0.5
CCCn1c(C)cc(C(=O)Cn2ncc(Cl)c(Cl)c2=O)c1C
→ 115, 1.5
CC(=O)N1CCN(Cc2csc(Nc3ccccc3)n2)CC1
→ 98, -0.3
CCCN1C(=O)c2[nH]nc(-c3cccc(OC)c3)c2C1c1ccccn1 (configuration not stated)
→ 102, -0.8
Cc1ccc(CN2CCN(C3CCN(C(=O)Nc4ccc(C)cc4Cl)CC3)C(=O)C2=O)cc1
→ 102, -1.1
O=C(NNc1nc2c(F)cccc2s1)c1nc2ccccc2s1
→ 95, -3.5
CN1CCN(C(=O)/C(=C/c2cn(C)c3ccccc23)NC(=O)c2ccco2)CC1
→ 100, -1
C=CCNC(=O)Nc1ccc2oc(C)nc2c1
→ 99, -0.6
O=C(NC1CCCCC1)C1CCN(S(=O)(=O)c2ccccc2)CC1
→ 104, 0.5
Cc1ccc(-n2[nH]c(=O)c(N=O)c2O)cc1C
→ 78*, -5.3*
CCC(=O)N1CCc2cc(Br)cc(S(=O)(=O)N3CCCC(C(=O)Nc4ccc(CC)cc4)C3)c21 (configuration not stated)
→ 106, 0.1
CCN(CC)CCNC(=O)Cn1ncc2c3ccccc3n(Cc3ccccc3C)c2c1=O
→ 108, -0.1
Cc1ccccc1Cn1c(=O)n(CCCS(=O)(=O)C2CCCCC2)c(=O)c2ccccc21
→ 102, 0.1
O=C(NCc1ccc2c(c1)OCO2)NC12CC3CC(CC(C3)C1)C2
→ 102, 0.3
O=C(Nc1ccccc1O)c1ccccn1
→ 101, -0.4
COc1ccc(CNc2n[nH]c(-c3ccco3)n2)cc1OC
→ 99, -1.7
O=C(O)c1cnc2ccccn2c1=O
→ 102, -0.1
O=C(CSc1nc2c([nH]c3ccccc32)c(=O)n1-c1ccccc1)Nc1ccccc1C(F)(F)F
→ 105, -0.6
COC(=O)c1ccc(CCl)o1
→ 101, -0.2
COc1ccc(Cn2c(CCC(=O)Nc3ccc(C)cc3)nc3cccnc32)cc1
→ 101, -0.4

Other results follow:
Each structure is followed by: Polio RdRp inh, Polio RdRp inh FP z-score
CCN(Cc1ccccc1)C(=O)C1CCN(Cc2ccc(SC)cc2)CC1
→ 101, -0.2
CC1=C(C(=O)Nc2cc(Cl)ccc2C(=O)NCc2ccc(OC(C)C)cc2)SCCO1
→ 99, -0.9
Cc1cc(=O)c2cc(Cl)ccc2s1
→ 104, 0.6
Cc1nc2c(cc(OCc3c(C)noc3C)c3ccsc32)s1
→ 102, -0.2
CC(C)C(NS(=O)(=O)c1cccs1)C(=O)NCc1ccccc1F (configuration not stated)
→ 101, 0.1
Nn1c(Nc2ccccc2)nc2sc3c(c2c1=O)CCCC3
→ 106, 1
COc1ccccc1CNC(=O)CSc1ccccc1
→ 101, -0.5
CNC(=O)Nc1ccc(Cl)cc1
→ 105, 0.4
c1ccc(CN2CN(Cc3ccccc3)c3nc4ccccc4n3C2)cc1
→ 103, 0.7
COc1ccc(CNC(=O)Cn2cccc2C(=O)c2ccccc2C)cc1
→ 107, -0.2
Cc1cccc(CCNC(=O)CCc2c(C)nc3c(c(C)nn3-c3ccccc3)c2C)c1
→ 104, -0.4
CNC(=O)c1cc2c(=O)n3cccc(C)c3nc2n1C
→ 97, -1.6
CC(C)(C(N)=O)/[N+]([O-])=C\c1ccccc1
→ 99, -0.2
COc1ccc(NC(=O)c2csc3c2CCCCC3)cc1
→ 101, -1
O=C(COC(=O)C1CC(=O)N(Cc2ccccc2)C1)Nc1ccc2c(c1)OCO2 (configuration not stated)
→ 100, -0.1
Cc1ccc2[nH]c3c(=O)n(CC(=O)N4CCCCC4)ncc3c2c1
→ 107, 0.2
CCn1cc2nc(SCC(=O)N3CCCC3)n(Cc3ccc(C)cc3)c(=O)c2n1
→ 99, -1.2
CCc1ccc(Nc2c3c(nc4ccccc24)CCCC3)cc1
→ 97, -1.6
CN1C(=O)/C(=C2\SC(=S)N(C)C2=O)SC1=S
→ 99, 0
Cc1cc(-n2c(C)cc(C(=O)COC(=O)/C=C/c3ccccc3)c2C)no1
→ 100, -0.5
C/C(=N\Nc1nnc(C)c(=O)[nH]1)C(=O)O
→ 106, 1.1
Brc1ccc2nc(-c3ccccc3)c(Nc3ccc4c(c3)OCO4)n2c1
→ 105, -0.2
Cc1ccc(NC(=O)CCc2c(C)nc3ncnn3c2C)cc1Cl
→ 108, 0.3
COC(=O)CCc1nc2ccccc2[nH]1
→ 101, -0.2
O=C(Cn1[nH]c(=O)ccc1=O)OCc1ncc(-c2cccc(Cl)c2)o1
→ 106, 0.9
O=C1CC(C(=O)Nc2ccccc2)N=C(N2CCc3ccccc3C2)N1 (configuration not stated)
→ 99, -0.7
Cc1oc(-c2ccc(C(=O)NCc3ccccc3)cc2)nc1CS(=O)(=O)c1ccccc1
→ 101, -1.2
CC(C)n1cn[nH]c1=S
→ 96, -0.6
S=C(c1cccs1)N1CCCC1
→ 101, -0.1
Cc1sc(-n2cccc2)c(C(=O)NC(C)CCc2ccccc2)c1C (configuration not stated)
→ 104, 0.9

Other entries follow.
SMILES	Polio RdRp inh	Polio RdRp inh FP z-score
CN(Cc1ccco1)C(=O)CCS(=O)(=O)c1ccc2c(c1)n(C)c(=O)c(=O)n2C	100	-0.8
O=c1oc2ccccc2c2c1nc(C(F)(F)F)n2-c1ccccc1	102	0.1
Cc1cccc(CNC(=O)c2cccc(NC(=O)N3CCSc4ncccc43)c2)c1	105	0
CCc1nc2ccccc2c(=O)n1-c1cccc(OC)c1	101	0
Cc1ccc2nc(Cl)c3cc(C(=O)NC4CCCCC4)sc3c2c1	100	-0.6
Cc1cccc(N(CC(=O)NC(C)c2ccccc2)S(=O)(=O)c2ccccc2)c1C (configuration not stated)	96	-2.8
Cc1cccc(NC(=O)c2c(NC(=O)c3ccccc3)sc3c2CCCC3)c1	75*	-3.7*
CC(NC(=O)Nc1ccc2c(c1)OCO2)c1ccncc1 (configuration not stated)	101	-0.5
Cc1c(C(=O)N(C)C)sc2c1c(=O)n(-c1ccccc1C(F)(F)F)c(=O)n2CC(N)=O	103	0.4
Cc1ccc2nc(Sc3cccc(Cl)c3)[nH]c2c1	105	1.1
S=C(NCc1ccccc1)N/N=C/c1ccco1	100	0.1
Nc1ncc(-c2nnnn2-c2ccccc2)c(-c2ccccc2)n1	104	0.9
CCCCSc1nnc(CNC(=O)c2ccc(OC)cc2)n1CCCC	103	0.7
Cc1cc(C(=O)NN)n(C(C)(C)C)n1	105	0.3
CC1=C(C(=O)OC2CCCC2)C(c2ccccc2)NC(=O)N1 (configuration not stated)	103	0.6
CCc1oc(C(=O)O)cc1COC	101	-0.2
C=CCNC(=O)c1cc2n(n1)C(C(F)(F)F)CC(c1ccco1)N2 (configuration not stated)	101	0
Cc1cc(F)ccc1NC(=O)CCS(=O)(=O)c1cccc2nsnc12	108	1
NC(=O)C1CCN(C(=O)COC(=O)C23CC4CC(CC(C4)C2)C3)CC1	102	0.6
CCOC(=O)Cn1nc(N2CCN(c3ccc(F)cc3)CC2)ccc1=O	110	0.8
CC1CN(C(=O)N2CCC(C(=O)NC3CCCCCC3)CC2)c2ccccc2O1 (configuration not stated)	102	-0.9
COC(=O)c1c(C)c[nH]c1C	110	0.9
COc1ccc(C(=O)CCC(=O)Nc2ccccc2C)cc1	105	0.1
O=C(c1cccs1)N1CCN(c2ccccc2)CC1	99	-1.1
CC(OC(=O)c1ccc(NC(=O)Cc2ccccc2)cc1)C(=O)c1ccccc1 (configuration not stated)	111	0.8
Cc1cccc(N2CCN(C(=O)CS(=O)(=O)c3cccc4nsnc34)CC2)c1C	107	0
Cc1ccc(NC(=O)CSc2nc3ccc(NC(=O)c4cccc(Cl)c4)cc3s2)c(C)c1	109	0.4
COc1ccc(NS(=O)(=O)c2ccc(NC(=O)N3CCCC3)cc2)cc1	102	-1.1
CCOc1ccc(-n2cc(C(=O)Nc3ccc(N4CCOCC4)cc3)nn2)cc1	101	-0.2
O=C(O)C1CCCN(S(=O)(=O)Cc2ccccc2)C1 (configuration not stated)	102	0.1

The listing continues.
SMILES	Polio RdRp inh	Polio RdRp inh FP z-score
Cc1[nH]nc2c1C(c1ccc3ccccc3c1)CC(=O)N2 (configuration not stated)	102	0.1
CC1CCCCN1C(=O)CSc1nnc(-c2cccc(Cl)c2)o1 (configuration not stated)	110	1.1
CCC(=O)Nc1ncc2c(n1)CC(c1ccc(N(C)C)cc1)CC2=O (configuration not stated)	102	0.3
CCc1ccccc1S(=O)(=O)Cc1ccc(C(=O)NCc2ccc(Cl)cc2)o1	106	0.1

Not all compounds are listed; rates above refer to the full screens.
